FLuc inhib CS = firefly luciferase enzyme inhibitors, primary screen, artefact control for luciferase-based inhibitor screens, biochemical, luminescence, ATPLite | AID 1006, 2008 | 10 min | inhibition, % at 10 µM | 200,000 tested, 1.5% active;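 active = inhibition above about 50% when tested at 10 µM, limit read from the data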
Target sequence (P08659 whole entry, looked up): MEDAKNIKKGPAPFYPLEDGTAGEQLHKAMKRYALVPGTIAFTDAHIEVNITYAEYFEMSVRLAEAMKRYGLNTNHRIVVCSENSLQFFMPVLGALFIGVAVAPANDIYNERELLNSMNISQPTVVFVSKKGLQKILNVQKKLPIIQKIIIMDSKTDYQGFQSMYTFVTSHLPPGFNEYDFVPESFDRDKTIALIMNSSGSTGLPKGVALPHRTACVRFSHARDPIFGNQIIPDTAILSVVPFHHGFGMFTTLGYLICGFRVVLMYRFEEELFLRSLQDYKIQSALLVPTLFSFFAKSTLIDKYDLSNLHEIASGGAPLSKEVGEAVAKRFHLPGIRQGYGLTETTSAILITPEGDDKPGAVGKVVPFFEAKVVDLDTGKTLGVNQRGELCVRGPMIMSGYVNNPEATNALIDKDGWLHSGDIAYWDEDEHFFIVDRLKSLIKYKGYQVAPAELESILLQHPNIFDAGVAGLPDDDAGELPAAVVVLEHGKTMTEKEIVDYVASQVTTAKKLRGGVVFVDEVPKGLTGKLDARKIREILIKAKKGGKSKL
APP 5'UTR act = activators of APP 5'UTR luciferase reporter, primary screen, SH-SY5Y cells | SH-SY5Y APP 5'UTR luciferase reporter, luminescence; zero percent = DMSO vehicle wells | activation, % at 2 µM | 190,000 tested, 1% active;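 active = activation above a set limit, based on mean plus 3 SD of controls, cut at about 140% in these data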; note: values of inactives mirror those of a sister screen read the other way
STAT3 blocker = IL-6 driven STAT3 reporter inhibitors, primary screen, U3A cells, luciferase, luminescence, MLSCN library. IL-6 STAT3-luciferase reporter; host cell line lacks STAT1. AID 862, 2007. inhibition, % at 5.5 µM. 190,000 tested, 0.89% active;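 active = inhibition above the mean inhibition across all screened compounds plus 3 SD, cut at about 44% in these data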;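 note: 0% = DMSO only wells and 100% = 100 µM nifuroxazide control wells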
FLuc stim CS = FLuc activators, initial screening, artefact control for FLuc-dependent activation tests, biochemical, ATPlite luminescence; Luciferin 4-monooxygenase (Photinus pyralis), P08659; ATPlite luciferase biochemical, 10 min; 0 = ATP-free wells, 1 = DMSO control; activation factor at 10 µM; 200,000 tested, under 10 active; AID 1027, 2008;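 active = luciferase activation factor, scaled between plate controls, of at least 2 with compound at 10 µM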
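test system = cell-free luciferase reagent | medium = PBS as buffer for the ATP substrate | dosing = test compounds dosed from 2 mM stocks in 100% DMSO | incubation = 10 min at ambient temperature | detection = luminescence measurement of luciferase light output | benchmarks = low control with PBS replacing ATP, high control enzyme plus ATP without compound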
NF-kB neuron act = activators of NF-kB expression in neurons, primary screen, cell-based, HTS; human neuronal cells, NF-kB reporter expression; stronger effect = higher value; fold change at 12.5 µM; 190,000 tested, 1.6% active; AID 1239, 2008; in the data active = fold change above about 3.3
STAT1 act = STAT1 signaling activators, primary screen, cell-based, HTS, luciferase reporter. NIH 3T3 STAT1-luciferase reporter, IFN-gamma, luminescence; 100% = IFN-gamma alone, no compound. activation (% of control), % at 5.5 µM. 200,000 tested, 2.6% active;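 active = activation above the screen-wide mean activation plus 3 SD, cut at about 130% in these data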;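 note: raw ratio to IFN-gamma control signal so 100% means no change and 0% no light; values of inactives mirror those of a sister screen read the other way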
APP transl inh = inhibitors of APP translation via 5'UTR reporter, primary screen, APP 5'UTR luciferase, SH-SY5Y cells; SH-SY5Y APP 5'UTR-luciferase reporter, luminescence; inhibition, % at 2 µM; 190,000 tested, 0.82% active;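 active = inhibition above a set limit, derived from the sample mean plus 3 SD, cut at about 45% in these data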; note: values of inactives mirror those of a sister screen read the other way
STAT1 blocker = STAT1 signaling inhibitors, primary screen, cell-based, HTS, luciferase reporter; NIH 3T3 STAT1-luciferase reporter, IFN-gamma, luminescence; AID 920, 2007; 200,000 tested, 0.35% active; inhibition, % at 5.5 µM;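 active = inhibition above a set limit, the mean inhibition across all tested compounds plus 3 SD, cut at about 34% in these data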;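 note: 0% = IFN-gamma with DMSO and 100% = IFN-gamma with 300 µM nifuroxazide; values of inactives mirror those of a sister screen read the other way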
ROMK primary = ROMK potassium channel modulators, primary screen, cell-based, thallium flux, MLSMR library; B-score at 10 µM; AID 1918, 2009; ATP-sensitive inward rectifier potassium channel 1 (Homo sapiens), P48048; 130,000 tested, 2% active; Tet-inducible ROMK, thallium flux fluorescence; actives lie on both sides;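 active = signal ratio slope over the read window, or its plate-corrected B-score, at least 3 SD from the plate mean, either direction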;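 note: B-score of the F/F0 ratio slope over 7 to 12 s after thallium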
Target sequence (P48048 whole entry, looked up): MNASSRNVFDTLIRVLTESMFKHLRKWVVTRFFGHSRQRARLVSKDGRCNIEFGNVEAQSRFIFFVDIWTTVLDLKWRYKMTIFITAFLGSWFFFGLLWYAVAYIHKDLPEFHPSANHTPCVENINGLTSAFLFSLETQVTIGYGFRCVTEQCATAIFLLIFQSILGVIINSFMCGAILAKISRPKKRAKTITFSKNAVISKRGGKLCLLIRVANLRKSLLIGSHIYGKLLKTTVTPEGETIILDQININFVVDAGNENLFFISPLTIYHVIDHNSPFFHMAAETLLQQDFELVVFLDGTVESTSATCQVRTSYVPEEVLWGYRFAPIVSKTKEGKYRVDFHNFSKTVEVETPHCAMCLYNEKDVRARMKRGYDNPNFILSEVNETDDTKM
STAT3 act = IL-6 driven STAT3 reporter potentiators, primary screen, U3A cells, luciferase, luminescence, MLSCN library. 190,000 tested, 0.91% active. AID 871, 2007. activation (% of control), % at 5.6 µM. IL-6 STAT3-luciferase reporter; 100% = signal with IL-6 EC80 alone;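 active = activation above the screen-wide mean of compound activation plus 3 SD, cut at about 130% in these data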;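 note: 0% = background luminescence of wells with medium and substrate only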
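Material: human STAT1-deficient U3A cells with stable STAT3-luciferase reporter / Probe or stimulus: IL-6 stimulus at 33 ng/mL final / Schedule: 1 h compound pre-exposure, 6 h IL-6 stimulation, 37 °C / Technique: luminescence / Read-out basis: percent of IL-6-only median luminescence / Control set: IL-6-only high control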
* marks the source's active call; other numbers are inactive results; / = not tested or not shown; & = joins results of further samples.

SMILES	FLuc inhib CS	APP 5'UTR act	STAT3 blocker	FLuc stim CS	NF-kB neuron act	STAT1 act	APP transl inh	STAT1 blocker	ROMK primary	STAT3 act
Cc1nn(C)c(C(=O)N/N=C/c2ccc(C(F)(F)F)cc2)c1[N+](=O)[O-]	-7	-5	0	1.1	1.1	102	5	-2	/	99
CCC1(C(=O)c2ccccc2)C2c3cc(Br)ccc3OC(=O)C21C(=O)N1CCOCC1 (configuration not stated)	0	2	4	1	0.88	98	-2	3	/	105
CC(C)OC(=O)CC12CN3CN(C1)CC(CC(=O)OC(C)C)(C3)C2=O	-4	9	4	1	1.3	102	-9	-2	0.41	99
O=C(/C=C/c1cccs1)c1ccc(Br)cc1	61*	10	6	0.4	2.3	105	-10	-5	/	99
CSc1ccccc1NC(=S)Nc1ccc(S(N)(=O)=O)cc1	-3	7	5	1	1.2	101	-7	-3	0.045	100
CC(C)C(=O)NNS(=O)(=O)c1ccccc1	-10	0	8	1.1	1.1	109	0	-12	0.015	98
Cc1ccc(C(=O)N/C(=C\C=C\c2ccccc2)C(=O)NCc2ccco2)cc1	-3	-7	0	1	0.75	107	7	-7	/	102
Cc1ccc(NC(=O)c2c(C)nc3ccccn23)cc1C	67*	168*	12	0.3	3.8*	154*	-168	-59	-0.13	92
COC(=O)/C(=N/Nc1ccc(C)cc1)N1CCCc2ccccc21	-8	-3	-4	1.1	0.75	100	3	0	/	106
CCO[C@@H]1OC(C(N)=O)=C[C@H](c2ccc3c(c2)OCO3)[C@H]1CCCO	-5	2	/	1.1	1.4	103	-2	-2	/	/
Cc1cc(C(=O)CSc2nc3ccc(Cl)cc3[nH]2)c(C)n1C	-2	11	27	1	0.73	90	-11	10	/	83
Cc1cccc(C)c1N1CC(=O)N(c2c(C)cccc2C)CC1=O	-3	3	3	1	1.2	104	-3	-5	/	101
CCC(Sc1nnc2c3ccccc3n(CC)c2n1)C(=O)Nc1sc2c(c1C#N)CCCC2 (configuration not stated)	-4	1	-9	1	0.92	104	-1	-4	-0.35	108
Cc1cc2nc(CSc3ccccc3)cc(=O)n2[nH]1	10	-10	-7	0.9	1.2	99	10	1	0.041	108
O=C(C1CCC1)N1CCc2cc(S(=O)(=O)NCc3ccco3)ccc21	-7	9	13	1.1	0.91	99	-9	1	/	94
O=C(CNC(=O)C12CC3CC(CC(C3)C1)C2)N/N=C\c1ccccn1	-5	9	1	1.1	1	107	-9	-10	0.8	106
CCC(C)(C)n1nnnc1C(c1ccccc1)N1CCN(Cc2ccccc2)CC1 (configuration not stated)	-4	26	5	1	1.2	94	-26	4	-1.1	99
CN(Cc1ccccc1)C(=O)CCn1c(=O)oc2ccccc21	-2	15	6	1	1	102	-15	-2	/	99
COc1cc(N2CCCC2)ccc1[N+](=O)[O-]	-5	11	-2	1.1	1.4	95	-11	6	-1.3	106
CCOC(=O)Cn1c(=NC(=O)c2cccs2)sc2cc(C(=O)OC)ccc21	2	-1	0	1	1.6	113	1	-15	0.89	98
O=C(CN1C(=O)NC2(CCCC2)C1=O)N1CCN(S(=O)(=O)c2ccccc2)CC1	-3	-7	7	1	1.1	103	6	-6	-0.097	98
Cn1c(SCc2ccc([N+](=O)[O-])cc2)nc2c(c1=O)SCC2	1	27	18	1	0.86	81	-27	19	0.82	87
COc1ccc(C(=O)CSc2nnc(CN3CCCC3)n2-c2ccc(F)cc2)c(OC)c1	-9	-14	-3	1.1	1.1	97	14	3	/	103
CC(CCc1ccccc1)NC(=O)C(=O)N1CCOCC1 (configuration not stated)	-7	5	10	1.1	1.1	102	-5	-4	0.23	93
COc1ccc(-n2nc3c(c2NC(=O)c2cc(Br)ccc2Cl)CS(=O)C3)cc1 (configuration not stated)	-10	-9	11	1.1	0.87	100	9	0	/	95
Cc1ccc([N+](=O)[O-])c(C(=O)Nc2cccnc2Cl)c1	-3	-1	22	1	1.2	93	2	7	1.3	86
O=C(COc1ccccc1[N+](=O)[O-])Nc1cc(C(=O)O)cc(C(=O)O)c1	-8	1	0	1.1	1.2	101	-1	-1	0.3	108
CN(C)S(=O)(=O)c1ccc(NC(=O)c2cc(F)c(F)cc2Cl)cc1	-5	22	8	1.1	0.84	102	-22	-3	/	96
CCCc1cc(=O)[nH]c(SCC(=O)Nc2ccc(C)cc2)n1	-1	-1	13	1	1.1	100	0	-2	-1.2	91
O=C(NC1CCCCCCC1)c1ccccc1O	-1	92	-6	1	2.2	95	-92	5	/	110
O=C(Cn1cnc2c(nnn2-c2ccccc2)c1=O)NCc1ccc(F)cc1	-8	12	/	1.1	0.82	104	-12	-6	/	/
CCN(CC)c1ccc(/C=C2\NC(=O)NC2=O)cc1	17	8	10	0.8	1.6	110	-8	-11	-0.18	94
Cc1ccc(S(=O)(=O)CCC(=O)OCC(=O)Nc2cc(C)on2)cc1	-1	7	10	1	1.1	91	-7	10	-0.0073	94
COc1ccc2[nH]c(C)c(CCNC(=S)Nc3cc(C)ccc3C)c2c1	-2	10	15	1	0.78	96	-10	4	1.6	87
Cc1cc(=O)n2[nH]cnc2n1	-9	-7	3	1.1	1.1	116	6	-17	0.28	93
Cc1cc(C)c(OCC(O)CNC(C)(C)C)c(C)c1 (configuration not stated)	-2	-13	9	1	1.4	106	13	-7	-0.87	102
COc1cccc(CNC(=O)CN(C)S(=O)(=O)c2cnc[nH]2)c1	-1	12	8	1	1.2	93	-12	8	/	102
O=C(O)c1c2c(nc3ccc(Cl)cc13)CCC2	-1	-15	7	1	1.3	93	14	7	1.2	99
O=C(COc1ccccc1)Nc1ccc(S(=O)(=O)Nc2ncccn2)cc1	0	4	-13	1	1	103	-4	-4	0.84	117
O=C1CC(=C(c2ccccc2)c2ccccc2)C(=O)N1CCCCN1CCN(c2cccc(Cl)c2)CC1	-9	-8	-3	1.1	0.91	105	8	-5	-0.094	103
CCCCc1ccc(S(=O)(=O)NCCc2ccncc2)cc1	-4	-9	38	1	0.89	92	9	8	/	72
CN(C)/C=C/C(=O)C(F)(F)F	4	3	-1	1	1.1	106	-3	-9	-0.7	111
C/C(=N\NC(=O)CNc1cccc(C)c1)c1ccc(Br)s1	-8	-6	0	1.1	1.1	101	6	-1	0.055	98
CCNC(=S)Nc1c(C)n(C)n(-c2ccccc2)c1=O	-5	17	10	1	1.2	92	-17	7	0.97	94
O=C1CCC(C(=O)N2CCC(CO)(Cc3ccc(Cl)cc3)CC2)=NN1	-2	-10	0	1	1.1	107	10	-10	/	102
COC(=O)c1ccccc1NC(=O)CSc1ccc(C)cc1	-5	7	10	1.1	1.1	93	-7	8	-1.2	92
CN(C1CCCCC1)S(=O)(=O)c1ccc(NC(=O)Cn2nc(-c3ccc(F)cc3)ccc2=O)cc1	-4	-3	14	1	0.87	95	3	5	-0.083	92
CCc1ccccc1NC(=S)N(CCCN1CCN(C)CC1)Cc1cccs1	-8	17	1	1.1	1	101	-17	-3	0.028	107
CCS(=O)(=O)c1ccc2c(c1)N(S(=O)(=O)c1ccc(OC)cc1)CC(C(=O)O)O2 (configuration not stated)	-2	3	9	1	1.1	90	-3	11	/	95
COc1ccc(OC)c(/C=N/Nc2nncn2/N=C/c2cc(OC)ccc2OC)c1	4	-11	-8	1	0.65	101	11	-2	1.9	107
NC(=O)NC(Cc1ccccc1)C(=O)NCC1(N2CCCCC2)CCCCC1 (configuration not stated)	-8	19	3	1.1	1.1	106	-20	-7	/	102
CN1CCN(C(=O)c2ccc(CS(=O)(=O)c3c(Cl)cccc3Cl)o2)CC1	-4	-3	3	1	0.96	106	3	-7	/	102
CN1CCN(C(=S)Nc2ccccc2Cl)CC1	-3	-18	10	1	0.93	107	18	-8	-0.38	97
CCc1nnc(NC(=O)CSc2nnc(CCc3nc4ccccc4[nH]3)n2C)s1	-2	11	3	1	1	99	-11	1	0.24	103
CN(C)c1ccc(C(=O)C(O)c2ccc(C(C)(C)C)cc2)cc1 (configuration not stated)	-1	8	16	1	1.1	110	-8	-11	/	90
Cc1cc(SCC(=O)O)nc2ccccc12	-5	9	3	1.1	1.2	99	-9	-1	1&-0.0033	100
CN1CCNC(=O)C1CC(=O)NCCC1=CCCCC1 (configuration not stated)	-8	9	-10	1.1	1.1	108	-9	-10	0.34	113
Cc1ccc(CCNC(=O)C2CCC(CNc3c(N4CCC(C)CC4)c(=O)c3=O)CC2)cc1 (configuration not stated)	-5	-1	4	1.1	0.72	102	1	-2	0.04	96
Cc1nnc(SCC(=O)NCc2cccs2)n1-c1ccccc1	-2	5	5	1	1.7	94	-5	6	/	99
O=C(COc1ccc(Cl)cc1Cl)NC(=S)N1CCCc2ccccc21	1	31	-5	1	0.42	112	-32	-14	-0.55	101

Grouped by structure, those above containing a CF3 group (two)
SMILES	FLuc inhib CS	APP 5'UTR act	STAT3 blocker	FLuc stim CS	NF-kB neuron act	STAT1 act	APP transl inh	STAT1 blocker	ROMK primary	STAT3 act
Cc1nn(C)c(C(=O)N/N=C/c2ccc(C(F)(F)F)cc2)c1[N+](=O)[O-]	-7	-5	0	1.1	1.1	102	5	-2	/	99
CN(C)/C=C/C(=O)C(F)(F)F	4	3	-1	1	1.1	106	-3	-9	-0.7	111

The list continues:
SMILES	FLuc inhib CS	APP 5'UTR act	STAT3 blocker	FLuc stim CS	NF-kB neuron act	STAT1 act	APP transl inh	STAT1 blocker	ROMK primary	STAT3 act
Cc1cc(C(=O)NCc2ccccc2)c(=O)[nH]c1C	5	15	-3	1	1.5	99	-15	1	0.13	103
Cc1oncc1-c1csc(-c2ccccc2Cl)n1	-4	22	15	1	1.3	143*	-22	-46	-0.86	95
O=C(NCc1ccccn1)c1ccc(Cl)c(S(=O)(=O)Nc2ccccc2C(=O)NCc2ccccn2)c1	-3	3	20	1	0.89	95	-3	6	/	86
O=C1CCCc2nc(N3CCN(Cc4ccccc4)CC3)ncc21	-7	18	10	1.1	1.4	91	-18	10	-0.0033	94
COc1ccc(/C=C/C(=O)OCC(=O)Nc2cccc(Oc3ccccc3)c2)c(OC)c1	-2	-18	24	1	1.2	88	18	13	-0.29	83
COc1cc(/C=C/C(=O)O)cc(S(=O)(=O)NCc2ccco2)c1OC	-4	14	9	1	1.2	102	-14	-4	0.41	98
CS(=O)(=O)N(Cc1ccco1)CC(O)Cn1c2ccccc2c2ccccc21 (configuration not stated)	-6	-8	-6	1.1	1.1	96	8	4	/	105
CCc1cccc2c(SCC(=O)NCC3CCCO3)nc(-c3ccc(F)cc3)nc12 (configuration not stated)	-4	6	6	1	0.92	101	-6	-2	/	99

Screens (PubChem)
